Screening results from PubChem.
Salmonella PhoP GFP: PhoP-dependent GFP reporter repression – Salmonella Typhimurium, primary screen (AID 1863); one-dose inhibition, % at 50 µM; IC50 in µM for titrated hits; S. Typhimurium PhoP-regulated promoter GFP reporter, 4 h; higher % means a stronger effect; hit rate 0.16% among 300,000;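 active = inhibition over 29.93%, a cutoff 3 SD above the screen mean, later confirmed by dose response; inconclusive = inhibition over 29.93% but no dose response follow-up; inactive = inhibition at most 29.93% or unconfirmed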;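 also: 0% = low Mg2+ inducing control and 100% = high Mg2+ repressing control; strong numbers were not always called active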
RSV antiviral HEp-2: inhibition of RSV-induced cytopathic effect – HEp-2 cells, primary 10 µM value included (AID 2391); hit rate 0.13% among 310,000; one-dose CPE inhibition, % at 10 µM; IC50 in µM for titrated hits; HEp-2 cells, RSV-induced CPE inhibition; higher % means a stronger effect; in the data active = a potency from the dose series; inconclusive = CPE inhibition mostly from about 23% at the one dose, without a potency; inactive = the rest, 99 in 100 with CPE inhibition below about 21%; also: strong numbers were not always called active
SV40 large T antigen: SV40 large T antigen inhibitors, biochemical (AID 1903); SV40 large T antigen ATPase/helicase inhibition assay; higher % means a stronger effect; inhibition, % at 20 µM, or IC50 in µM where a hit was titrated; hit rate 0.39% among 310,000; in the data active = a potency from the dose series; inconclusive = inhibition mostly from about 32% at the one dose, without a potency; inactive = the rest, 99 in 100 with inhibition below about 32%; also: strong numbers were not always called active
ER stress rescue: rescue of cells from ER stress-induced death, primary screen, 384-well, CSM14.1, thapsigargin, ATP luminescence (AID 1222) | CSM14.1 thapsigargin-induced death rescue, ATP luminescence; higher % means a stronger effect | cellular ATP content (survival), % at 20 µM; hits with a dose series show EC50 in µM | 190,000 tested, under 10 active;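 active = EC50 below 50 µM in the dose-response confirmation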;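 also: death triggered by thapsigargin at about 15 µM added after 2 h compound pretreatment; cell ATP read after overnight thapsigargin exposure of roughly 18 to 22 hours; normalized against plate controls of thapsigargin alone and 5% DMSO vehicle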
LYP phosphatase: PTPN22 lymphoid phosphatase activity blockers – biochemical, fluorescence intensity, uHTS (AID 1779). recombinant LYP phosphatase, fluorescence intensity; higher % means a stronger effect. inhibition, % at 11.5 µM; hits with a dose series show IC50 in µM. hit rate 0.054% among 290,000; in the data active = inhibition above about 50%;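 also: plate controls were vehicle with enzyme for no effect and no enzyme for full effect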
GPR35 antagonists: inhibition of zaprinast-stimulated GPR35 beta-arrestin translocation – imaging, U2OS, beta-arrestin-GFP, zaprinast agonist, primary screen (AID 2058) | U2OS GPR35 beta-arrestin-GFP translocation imaging, zaprinast antagonism; higher % means a stronger effect | inhibition, % at 10 µM; hits with a dose series show IC50 in µM | hit rate 0.052% among 290,000;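 active = inhibition of at least 50% with at least 30 cells and total cytoplasm GFP at most 10,000,000; inconclusive = under 30 cells or total GFP of 10,000,000 plus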
West Nile antiviral: inhibition of WNV-induced cytopathic effect – cell-based, CPE readout (AID 1621) | West Nile virus-infected cells, CPE inhibition; higher % means a stronger effect | CPE inhibition, % at 10 µM, or IC50 in µM where a hit was titrated | hit rate 0.02% among 290,000; in the data active = a potency from the dose series; inconclusive = CPE inhibition mostly from about 3.7% at the one dose, without a potency; inactive = the rest, 99 in 100 with CPE inhibition below about 2.2%; also: strong numbers were not always called active
MgcRacGAP inhibition: MgcRacGAP GTPase-activating activity inhibitors, confirmation, biochemical, ADP Hunter fluorescence; inhibition, % at 30 µM, or IC50 in µM where a hit was titrated; hit rate 0.6% among 340,000; AID 624330; MgcRacGAP-stimulated Rac1 GTP hydrolysis, ADP Hunter fluorescence; higher % means a stronger effect; GST-tagged Rac1 F28L mutant substrate;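 active = first-screen hits whose inhibition reached a set limit at any dose in the follow-up dose series; inconclusive = inhibition above the set first-screen limit but never retested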;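 also: fluorescence reports GDP produced by GAP-driven GTP hydrolysis; strong numbers were not always called active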
NS5 inhibitors: Dengue-2 NS5 methyltransferase inhibitors, primary screen, biochemical, confirmation dose response (AID 588689); one-dose inhibition, % at 25 µM; IC50 in µM for titrated hits; hit rate 0.3% among 340,000; Dengue-2 NS5 methyltransferase capping enzyme assay, biochemical; higher % means a stronger effect; in the data active = a potency from the dose series; inconclusive = inhibition above about 29% without an active follow-up result
NS5 inhibitors pilot replicate: also measured in NS5 inhibitors; calls as there; inhibition, %; measured here: pilot screen replicate inhibition
An asterisk follows results filed as active; ? = inconclusive; · = no result given.

The first 8 compounds, to show the layout:
SMILES	Salmonella PhoP GFP	RSV antiviral HEp-2	SV40 large T antigen	ER stress rescue	LYP phosphatase	GPR35 antagonists	West Nile antiviral	MgcRacGAP inhibition	NS5 inhibitors	others
CCn1c(C)c(C(C)=O)c(N2CCN(C(c3ccccc3)c3ccccc3)CC2)nc1=S	1%	1.8%	7%	-0.7%	0%	13%	1.0%	16%	-10%
COC(=O)c1ccc(NC(=O)CN2CCN(c3ccccc3C)CC2)cc1	-8%	?	11%	0.7%	-3%	10%	-0.5%	2%	-4%
Cc1occc1C(=O)NCc1ccccc1F	3%	-0.1%	3%	-2.0%	-4%	0%	-0.1%	9%	-6%
COc1ccc(-c2cc(C)no2)cc1S(=O)(=O)NCc1ccc(OC(C)C)cc1	3%	2.8%	-3%	·	-14%	-4%	-0.6%	7%	-1%
Brc1ccc(-c2cn3ccccc3n2)s1	6%	2.7%	-1%	-5.1%	-11%	-5%	0.5%	1%	-8%
COC(=O)c1cc(Sc2cccc(Cl)c2Cl)ccn1	-3%	-1.7%	4%	-1.0%	-2%	-9%	0.1%	3%	-9%
O=C(O)CCCc1nc(-c2ccccc2)no1	13%	0.5%	0%	·	-2%	2%	-0.1%	9%	-2%	NS5 inhibitors pilot replicate=-2.1
Cc1ccc(-c2cc(C(=O)N3CCCCCC3)no2)cc1	12%	3.5%	2%	·	-6%	-2%	-0.7%	4%	4%

Results, previewed entries included:
SMILES	Salmonella PhoP GFP	RSV antiviral HEp-2	SV40 large T antigen	ER stress rescue	LYP phosphatase	GPR35 antagonists	West Nile antiviral	MgcRacGAP inhibition	NS5 inhibitors	others
CCn1c(C)c(C(C)=O)c(N2CCN(C(c3ccccc3)c3ccccc3)CC2)nc1=S	1%	1.8%	7%	-0.7%	0%	13%	1.0%	16%	-10%
COC(=O)c1ccc(NC(=O)CN2CCN(c3ccccc3C)CC2)cc1	-8%	?	11%	0.7%	-3%	10%	-0.5%	2%	-4%
Cc1occc1C(=O)NCc1ccccc1F	3%	-0.1%	3%	-2.0%	-4%	0%	-0.1%	9%	-6%
COc1ccc(-c2cc(C)no2)cc1S(=O)(=O)NCc1ccc(OC(C)C)cc1	3%	2.8%	-3%	·	-14%	-4%	-0.6%	7%	-1%
Brc1ccc(-c2cn3ccccc3n2)s1	6%	2.7%	-1%	-5.1%	-11%	-5%	0.5%	1%	-8%
COC(=O)c1cc(Sc2cccc(Cl)c2Cl)ccn1	-3%	-1.7%	4%	-1.0%	-2%	-9%	0.1%	3%	-9%
O=C(O)CCCc1nc(-c2ccccc2)no1	13%	0.5%	0%	·	-2%	2%	-0.1%	9%	-2%	NS5 inhibitors pilot replicate=-2.1
Cc1ccc(-c2cc(C(=O)N3CCCCCC3)no2)cc1	12%	3.5%	2%	·	-6%	-2%	-0.7%	4%	4%
CC1CCN(S(=O)(=O)c2ccc3c(c2)c(=O)c(C(=O)NCc2ccccc2Cl)cn3C)CC1	6%	2.2%	-6%	0.1%	-3%	2%	0.2%	·	·
CC(C)OCCCNC(=O)CN1C(=O)COc2ccc(S(=O)(=O)N3CCCCCC3)cc21	·	0.3%	·	·	-8%	0%	-0.3%	4%	-1%
O=C(NCCc1c[nH]c2ccccc12)/C(=C/c1cccnc1)NC(=O)c1ccco1	-4%	2.7%	0%	0.7%	-8%	20%	-0.7%	5%	6%
Cc1cc(S(=O)(=O)Nc2ccc(C(=O)NCCCn3ccnc3)cc2)ccc1F	-10%	0.9%	2%	·	·	·	·	-4%	-4%
O=C(CN1C(=O)CCC1=O)Nc1ccc(S(=O)(=O)N2CCOCC2)cc1	8%	2.4%	11%	3.0%	-3%	5%	·	-4%	9%
COc1cc(C2C3=C(CC(C)(C)CC3=O)N(C)C3=C2C(=O)CC(C)(C)C3)cc(Br)c1O	14%	5.8%	7%	·	-7%	11%	-1.1%	-1%	4%
CC(C)COc1ccc(-c2nn(-c3ccccc3)cc2C(=O)Nc2nccs2)cc1	1%	17%	8%	-1.6%	0%	-7%	2.3%	6%	-5%
C=CCNC(=O)Nc1cc(Cl)ccc1OC	-10%	1.2%	5%	-1.3%	-5%	13%	-0.4%	5%	1%
O=C(/C=C/NNC(=O)c1cccc(Br)c1)c1ccccc1	-12%	16%	4%	-0.6%	-1%	-10%	-0.6%	10%	4%
CS(=O)(=O)N(CCc1ccccc1)CC(=O)Nc1ccc(OCc2ccccc2)cc1	22%	-0.5%	1%	-0.5%	-3%	-2%	-0.3%	12%	-5%
O=C(COc1ccc(Cl)cc1Cl)NCC(=O)N/N=C/c1c[nH]c2ccccc12	2%	0.3%	4%	0.9%	-6%	-8%	-0.5%	2%	2%
CC(=O)Nc1ccc(NC(=O)COc2cc(O)c3c(c2)OC(C)(C)CC3=O)cc1	-9%	1.4%	7%	·	-10%	-11%	-0.7%	2%	1%
COc1cc2ccccc2cc1C(=O)NCC(c1cccs1)N(C)C (centres undefined)	-10%	2.4%	25%	-0.2%	-7%	4%	-1.3%	4%	1%
COc1ccc(CN2CN(C(C)C)CSC2=S)cc1	2%	-3.1%	5%	-1.1%	0%	-4%	3.1%	10%	4%
COc1ccc(CN(C)C(=O)c2ccc(NS(=O)(=O)c3ccc(F)cc3)cc2)c(OC)c1OC	-3%	17%	7%	·	-8%	-25%	-0.1%	8%	1%
CCOC(=O)CSC1=Nc2ccccc2C2=NC(CC(=O)NCc3ccc4c(c3)OCO4)C(=O)N12 (centres undefined)	3%	2.0%	1%	-1.1%	12%	8%	-0.4%	6%	2%
COc1ccc(CN2CCNC(=O)C2CC(=O)NCc2cn3ccc(C)cc3n2)c(OC)c1 (centres undefined)	-2%	4.9%	6%	-1.3%	1%	-9%	0.0%	4%	1%
CCOc1cc(C2Nc3ccccc3NC3=C2C(=O)CC(C)(C)C3)ccc1O (centres undefined)	-2%	0.7%	10%	·	-3%	6%	-1.1%	6%	16%	NS5 inhibitors pilot replicate=2.1
Fc1ccccc1/C=N/n1cnnc1	-4%	0.1%	7%	·	-4%	-21%	0.0%	4%	-7%
Cc1cc2c(cc1C)CSC(c1ccccc1O)SC2	-6%	14%	5%	-2.1%	-3%	3%	1.5%	3%	-18%
CCn1c(C(C)NC(=O)c2ccc(Cl)cc2)n[nH]c1=S (centres undefined)	6%	-1.3%	7%	2.0%	1%	1%	·	4%	-5%
O=C(c1cccc(NC2=NC3CS(=O)(=O)CC3S2)c1)N1CCN(c2ncccn2)CC1 (centres undefined)	·	0.4%	12%	·	-7%	5%	0.3%	7%	-7%
CCC(NC(=S)NCc1ccccc1)C(=O)O (centres undefined)	-3%	0.6%	8%	4.0%	-11%	-13%	-0.2%	-2%	-6%
Cc1ccc(NC(=S)NC(C)(C)C)c([N+](=O)[O-])c1	4%	1.3%	-2%	·	-4%	2%	0.1%	9%	-9%
CCc1nnc(NC(=O)CSc2nc3cc4c(cc3cc2C)OCCO4)s1	-1%	1.4%	7%	9.2%	-10%	-7%	0.3%	5%	-3%
COc1ccc(Cl)cc1NC(=O)COC(=O)/C=C/c1c(C)nn(C2CCS(=O)(=O)C2)c1Cl (centres undefined)	1%	-0.2%	11%	-0.9%	0%	9%	0.4%	8%	-1%
COc1nc(NCCO)nc(Nc2ccccc2F)n1	-2%	2.5%	8%	-1.8%	-8%	-2%	-0.4%	7%	·
Cc1cc2nc(-c3cccnc3SCC(=O)NC3CC3)[nH]c2cc1C	3%	-0.9%	10%	-2.4%	4%	15%	-0.4%	·	·
CC1CCN(C(=O)CC(NC(=O)c2ccccc2Cl)c2ccccc2)CC1 (centres undefined)	-4%	0.8%	8%	·	-13%	-4%	-1.1%	5%	-10%
O=c1[nH]ncc2c3ccccc3n(Cc3ccc(F)cc3)c12	-6%	0.8%	10%	-0.6%	2%	-5%	-0.2%	15%	-1%
O=C(Nc1ccc(Nc2ccccc2)cc1)c1ccccc1F	2%	?	9%	·	-4%	1%	-1.4%	?	-1%
Cc1ccc(N=Cc2c(O)n(C)c(=O)n(C)c2=O)nc1	-1%	1.2%	-3%	-1.7%	-7%	-5%	-0.2%	2%	-2%
CC(=O)Nc1sc2c(c1C(N)=O)CCN(Cc1ccccc1)C2	·	0.5%	9%	·	-13%	-10%	0.1%	2%	?
Cc1cccnc1NC1(C(F)(F)F)N=C(c2ccccc2)NC1=O (centres undefined)	-5%	0.7%	5%	-0.9%	-3%	-5%	0.1%	7%	-3%
Cc1cc(C)nc(-n2nc(C)cc2NC(=O)c2cc3ccccc3oc2=O)n1	·	3.1%	10%	·	·	·	·	10%	-18%
CN1c2ccccc2C(=O)C(=C2SCCCS2)S1(=O)=O	3%	·	26%	·	-8%	-1%	-0.1%	1%	-13%
O=c1cc2c(nn1Cc1cccc(Cl)c1)-c1ccccc1CC2	8%	2.8%	6%	0.7%	1%	-3%	0.7%	7%	-4%
O=C(c1ccco1)N1CCN(S(=O)(=O)c2ccc(C3CCCCC3)cc2)CC1	-2%	3.8%	0%	-1.5%	-5%	4%	-0.9%	2%	-2%
CC(=O)Nc1ccc(S(=O)(=O)Nc2nc3ccccc3nc2Sc2nncn2C)cc1	-31%	-0.1%	17%	-0.4%	-9%	1%	0.6%	4%	10%
NC1=NC(c2ccccc2)N=C(Nc2ccccc2)N1 (centres undefined)	-4%	1.4%	6%	·	-4%	12%	-0.8%	·	·
Clc1ccc(-c2nnc3sc(-c4ccccn4)nn23)cc1	0%	·	0%	-0.2%	0%	-12%	-0.2%	·	·
O=C(O)c1ccc(N=NNc2cccc([N+](=O)[O-])c2)cc1	-3%	-0.3%	9%	-0.4%	3%	-7%	0.0%	2%	3%
Cc1cccc(NC(=O)C2CC(=O)N(c3ccccc3)C2)c1C (centres undefined)	-3%	0.9%	6%	-2.5%	-6%	5%	1.2%	-4%	-12%
COCCN=c1scc(C)n1/N=C/C1CC2C=CC1C2 (centres undefined)	-2%	-0.1%	10%	-1.4%	-4%	-2%	0.2%	-2%	-17%
COc1cc2c(cc1NC(=O)Cn1cnc3c1c(=O)n(C)c(=O)n3C)oc1ccccc12	-3%	·	10%	-0.9%	-9%	14%	0.4%	·	·
